# Granule exo inh – LAMP-1 surface exposure blockers, TALL-104 cells – cell-based, flow cytometry, MLPCN library, primary screen. inhibition, % at 10 µM. 360,000 tested, 0.66% active. TALL-104 LAMP-1 surface exposure; cells stimulated with thapsigargin and PMA. AID 651702, 2012;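 active means inhibition above about 55%, limit read from the data; inconclusive means no clear call, values can overlap the other calls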
# Vif imaging – HIV Vif self-association inhibitors, primary screen, imaging, HEK293T, single point; HEK293T cells, Vif self-association by quenched fluorescence, 24 h; inhibition, % at 7.49 µM; 340,000 tested, 0.35% active; AID 602346, 2012; in the data active means inhibition above about 50%, passing the limit was not always enough; inconclusive means no clear call, values can overlap the other calls; inactive means below about 31%; further: some results filed as inactive read as strong as hits
# PDI inh – inhibitors of human PDI, primary screen, biochemical, turbidity, single point, plate reader; Protein disulfide-isomerase (Homo sapiens), P07237; PDI insulin aggregation turbidity, A650, 90 min; inhibition, % at 10 µM; 350,000 tested, 0.052% active;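 active means mean inhibition across replicates of 30% or more, whatever share of single replicates reach that level; inconclusive means mean inhibition below 30% while every single replicate reaches 30%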;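 further: absorbance from insulin aggregation driven by PDI reduction with DTT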
# Target sequence (P07237 whole entry, looked up): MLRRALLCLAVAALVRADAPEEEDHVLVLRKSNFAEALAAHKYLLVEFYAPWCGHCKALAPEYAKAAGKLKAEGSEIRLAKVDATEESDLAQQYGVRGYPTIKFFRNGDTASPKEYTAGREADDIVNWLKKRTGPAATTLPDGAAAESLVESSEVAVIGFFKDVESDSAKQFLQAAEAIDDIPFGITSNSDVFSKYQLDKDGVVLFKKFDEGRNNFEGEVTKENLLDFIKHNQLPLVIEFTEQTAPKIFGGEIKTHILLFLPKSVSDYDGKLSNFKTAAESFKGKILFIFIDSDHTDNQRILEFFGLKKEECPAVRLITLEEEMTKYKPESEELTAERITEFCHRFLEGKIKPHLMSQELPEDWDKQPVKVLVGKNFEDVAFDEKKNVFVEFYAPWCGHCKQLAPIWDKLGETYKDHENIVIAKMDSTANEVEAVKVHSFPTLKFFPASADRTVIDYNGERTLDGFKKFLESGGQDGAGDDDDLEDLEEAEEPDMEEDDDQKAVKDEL
# Peg3 promoter – Peg3 promoter-driven luciferase inhibitors, primary screen, cell-based, HeLa, luciferase luminescence. inhibition, % at 20 µM. 360,000 tested, 1.7% active. AID 588405, 2011. HeLa PEG-Prom luciferase reporter, overnight;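 active means inhibition of at least 50% at 20 µM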
# MITF TRPM1 inh – inhibitors of MITF-dependent TRPM1 promoter reporter, primary screen, cell-based, SK-MEL-5, single point, luciferase. inhibition, % at 12.5 µM. 330,000 tested, 0.83% active. SK-MEL-5 TRPM1 promoter luciferase, 24 h;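 active means mean inhibition across replicates of 60% or more, whatever share of single replicates reaches that level; inconclusive means some that reach 60%, reason not given; inactive means mean inhibition across replicates below 60%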; further: values of inactives mirror those of a sister screen read the other way
# HIF-2a block – HIF-2a reporter inhibitors, primary screen, luminescence, 786-0 RCC cells. 786-0 RCC cells HIF-2a reporter, luciferase luminescence, overnight. inhibition, % at 18.8 µM. 360,000 tested, 0.72% active;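 active means inhibition of the luminescence signal of 40% or more relative to plate controls, in a single-dose primary screen at 18.75 µM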
# aDG glyco act – activators of alpha-DG glycosylation, primary screen, uHTS, Pro5-aDG cells, AlphaScreen | alpha-DG glycosylation AlphaScreen (IIH6); 0% Pro5, 100% B10-LARGE cell signal | activation, % at 10 µM | 360,000 tested, 0.22% active | AID 624168, 2012;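 active means activation of at least 8% versus controls, or a plate z-score of at least 8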;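 further: Pro5 are CHO cells carrying HIG-tagged alpha-DG that lacks glycosylation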
# CaV13 FRET inh – Primary screen for inhibitors of IQ motif and Ca2+-dependent inactivation inhibitor domain binding in CACNA1D, Förster resonance energy transfer in living cells, …; inhibition, % at 12.3 µM; AID 743397; 340,000 tested, 0.098% active; HEK cells, CFP/YFP FRET ICDI-IQ, plate reader, 10 min; percent FRET-ratio fall versus neutral wells;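 active means mean replicate inhibition of at least 30% and at least 1% of replicates passing that level; inconclusive means only one of the two criteria is met; inactive means neither criterion is met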;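 further: 0% = median of the neutral control wells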
# hiPSC survival – enhancers of single-cell hiPSC survival, primary screen, ATPlite luminescence. 100% = ROCK inhibitor wells, 0% = DMSO. survival enhancement, % at 20 µM. 360,000 tested, 0.044% active; in the data active means survival enhancement above about 18%;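 further: cells exposed to compounds for 16 hours before the ATP read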
# NR2E3 ag-1 – inhibitors of NR2E3-RetCOR corepressor binding, primary screen, NR2E3 agonist project, biochemical, TR-FRET, GST-NR2E3, biotin-RetCOR. 1536-well. inhibition of corepressor binding, % at 4.78 µM. 320,000 tested, 0.12% active. AID 2300, 2010;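 active means percent inhibition above the cutoff of mean plus 3 SD of all tested compounds, set per screening campaign, cut at about 20% in these data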;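 further: 0% = DMSO wells and 100% = biotin wells as full block of FRET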
# Target sequence (Q9Y5X4 whole entry, looked up): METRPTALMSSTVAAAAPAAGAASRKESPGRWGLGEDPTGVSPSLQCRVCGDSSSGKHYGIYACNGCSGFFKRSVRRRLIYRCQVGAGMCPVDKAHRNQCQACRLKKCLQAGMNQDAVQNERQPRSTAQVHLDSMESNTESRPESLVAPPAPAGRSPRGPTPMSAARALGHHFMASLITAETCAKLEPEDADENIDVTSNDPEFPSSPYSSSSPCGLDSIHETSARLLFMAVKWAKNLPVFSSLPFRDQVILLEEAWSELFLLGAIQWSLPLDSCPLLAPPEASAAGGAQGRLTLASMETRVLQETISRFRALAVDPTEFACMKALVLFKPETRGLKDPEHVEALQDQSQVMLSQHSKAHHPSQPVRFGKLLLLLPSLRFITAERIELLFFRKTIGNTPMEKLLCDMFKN
#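 Material: NR2E3–RetCOR corepressor complex / Incubation: Compound–protein incubation for 5 h at 4 °C / Dosing: compound at 4.8 µM, single dose / Detection: time-resolved FRET / Benchmarks: high control biotin, low control 0.6% DMSO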
# NR2E3 ag-2 – NR2E3 agonists in two-hybrid cells, primary screen, cell-based, luminescence, CHO-S, Gal4-NCOR/VP16-NR2E3; Photoreceptor-specific nuclear receptor (Homo sapiens), Q9Y5X4; luciferase; inhibition of corepressor binding, % at 3.98 µM; 360,000 tested, 0.35% active; AID 602229, 2012;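 active means inhibition above the mean of all tested compounds plus 3 SD, cut at about 70% in these data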;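 further: 0% = DMSO with NR2E3 transfected cells and 100% = cells lacking NR2E3 construct; higher means lower luciferase signal from less NR2E3 corepressor binding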
# * = called active by the depositor; ? = inconclusive; · = no result given. Compounds were not picked by outcome; about 3.5% have a hit in one of these screens.
SMILES,Granule exo inh,Vif imaging,PDI inh,Peg3 promoter,MITF TRPM1 inh,HIF-2a block,aDG glyco act,CaV13 FRET inh,hiPSC survival,NR2E3 ag-1,NR2E3 ag-2
CCOC(=O)CN(C(=O)c1snc(C(N)=O)c1N)C(C(=O)NC1CCCCC1)c1ccc(F)cc1 (stereo unspecified),-1,2,2,22,7,17,0.0,-5,4.1,3,-2
CCCNC(=O)C1(C)CCN(CCC(=O)c2ccc(Br)cc2)C1 (stereo unspecified),-10,0,0,5,·,14,0.2,-9,1.8,·,-16
CC(C)N(Cc1nccn1C)C(=O)c1cc(COc2ccc3ncccc3c2)on1,-2,-2,-8,-11,9,4,0.3,-7,0.1,0,15
O=C(NCC1(c2ccccc2)CCOCC1)c1ccc(Br)o1,1,·,-8,9,8,19,-0.2,·,0.0,2,-26
CCC1CSC(Nc2ccc(C(=O)/C=C/c3cccc(C)c3)cc2)=N1 (stereo unspecified),4,-19,-4,-29,-15,-84,0.0,-4,-1.7,1,-15
CCOC(=O)c1ccccc1NS(=O)(=O)c1c(C)nc2sccn2c1=O,1,1,3,11,8,14,0.7,-6,-0.1,0,-9
O=C(Nc1ccc(NC(=O)c2ccco2)nc1)c1cccc(F)c1,4,4,11,-319,-65,-213,-0.2,-7,-0.5,3,-36
COC(=O)CCCn1cc(CN2CC(N3CCN(C4CCN(C)CC4)CC3)CS2(=O)=O)nn1 (stereo unspecified),13,·,·,·,·,11,-0.1,-7,-0.3,·,-13
CCOC(=O)C1=C[C@@H](c2ccccc2)N(S(=O)(=O)c2ccc(C)cc2)[C@H]1c1ccccc1Cl,2,24,·,11,·,15,0.0,-3,1.1,·,13
O=C(COC(=O)c1ccco1)NCc1ccco1,3,4,3,-7,6,21,0.0,-3,-3.7,1,-12
Cc1cc(C)c(O)c(NC(=S)NC(=O)Cc2ccccc2)c1,-6,-2,1,-15,-13,-11,0.0,-11,0.1,2,-19
CCOC(=O)C1=NOC2(C1)C(=O)Nc1ccc(OC(F)(F)F)cc12 (stereo unspecified),15,·,·,·,·,6,-0.1,-9,0.2,·,-16
Cc1ccc(S(=O)(=O)N2CCOCC2)cc1C(=O)N1CC(C)CC(C)C1 (stereo unspecified),-8,27,-3,0,5,0,0.2,-15,5.3,·,-22
COc1cccc(N(C(=O)c2snc(C(N)=O)c2N)C(C(=O)NCC2CCCO2)c2ccc(C)o2)c1 (stereo unspecified),-3,4,4,19,-1,16,0.0,-4,-0.5,2,-22
Cc1ccc(NC(=O)CC2C(=O)N(Cc3ccccc3)C(=S)N2NC(=O)c2cccc(F)c2)c(C)c1 (stereo unspecified),11,4,-2,16,12,-2,0.1,-8,1.2,0,-2
COc1cccc(CNc2nc(NCC3CC3)nc3ccsc23)c1OC,-2,-4,4,11,·,22,0.7,-6,-0.5,·,22
CC(C)(C)OC(=O)N1CCC(C(=O)N[C@@H](Cc2ccccc2)C(=O)O)CC1,-1,-1,0,18,-13,12,0.2,·,-0.7,4,-12
CC(OC(=O)c1ccc(S(C)(=O)=O)c([N+](=O)[O-])c1)C(=O)NC1C2CC3CC(C2)CC1C3 (stereo unspecified),-2,1,3,95*,·,93*,-0.1,-6,24*,·,-8
Cc1cc(NC(=O)C2CCN(S(=O)(=O)c3cccs3)CC2)no1,-6,21,3,0,12,3,0.2,·,2.9,-2,-7
CCCc1c(C(=O)Nc2ccc(F)cc2)cnn1-c1ccccc1,-19,-9,2,-22,-14,-123,0.0,-5,-0.5,-1,-47
COc1ccc(F)cc1S(=O)(=O)NC1CC(C)(C)NC(C)(C)C1,-3,7,16,7,-6,15,0.0,·,-1.0,-2,9
CCC1Oc2ccccc2N(CC(=O)Nc2ccccc2OC)C1=O (stereo unspecified),-1,2,10,1,-2,-16,-0.1,-8,-2.1,0,-13
Cc1cc(C(=O)NCCc2ccc(S(N)(=O)=O)cc2)no1,1,-5,2,-4,7,12,0.0,-4,-1.1,-2,-10
Cn1ccsc1=NC(=O)c1cccc(OC(F)F)c1,-6,-9,5,-245,-58,-325,0.0,-13,-0.5,0,-66
CCCC(=O)Nc1c2c(nn1-c1cccc(Cl)c1)CS(=O)(=O)C2,-7,11,13,-7,-17,8,0.4,-16,-0.1,1,3
CN(c1ccccc1)S(=O)(=O)c1cccc(C(=O)N2CCCCCC2)c1,2,-15,0,13,10,10,0.3,-7,-0.1,·,10
COc1ccc(/C=N/NC(=O)c2c(C)n(C)c3ccc(OC)cc23)c(OC)c1,-3,2,15,0,-5,8,-0.2,-6,-1.3,-2,7
O=C1CCCN1c1ccc(S(=O)(=O)Nc2ccc3c(c2)OCCO3)cc1,4,-2,-1,33,39,4,0.6,·,-0.1,5,14
Cn1ncc(Cl)c1C(=O)N/N=C/c1cc2c(cc1[N+](=O)[O-])OCO2,3,-3,-2,6,1,11,0.5,9,-0.1,-2,2
O=C(NCCc1ccccc1)c1ccc(Cl)cc1[N+](=O)[O-],-6,1,-7,-299,-49,-207,0.0,-5,-0.6,·,-161
CCn1c(SCC(=O)Nc2ccc(OC)cc2)nc2nc3c(cc2c1=O)CCCC3,9,3,6,16,-4,11,-0.1,-14,-0.9,2,-22
COc1cccc(-c2cc(C(=O)NCCCn3ccnc3)no2)c1,-1,0,-1,-59,-17,-71,0.0,-4,-1.0,1,-3
Cc1ccc(S(=O)(=O)c2cc(O)ccc2O)cc1C,-4,·,-3,13,6,14,-0.5,-4,3.2,-3,-24
C[C@@]12C(=O)Nc3cc(Cl)ccc3C(=O)N1[C@H]1c3cc(Cl)ccc3OC[C@@H]1[C@@H]2c1ccccc1,-1,-2,1,56*,-4,-6,0.4,-5,-1.2,·,9
Cc1nn(C)c(=O)c(N)c1-c1cc(-c2ccc(Cl)c(Cl)c2)n[nH]1,-2,8,-6,-19,·,-10,0.2,-4,-0.5,-4,17
CCOC(=O)C1=C(c2ccccc2)NC(=O)NC1c1ccc(OC)cc1OC (stereo unspecified),3,7,-4,21,-2,10,0.0,-18,-0.1,-2,3
CSCCNC(=O)Nc1c(-c2c(Cl)cccc2Cl)noc1C,4,0,0,12,9,14,0.0,-4,1.0,1,-2
Cc1ccc(C(=O)COC(=O)CCN2C(=O)C3C4CCC(C4)C3C2=O)cc1C (stereo unspecified),8,5,0,3,-3,-1,0.0,-5,-0.3,1,-15
CCOC(=O)c1cnn(-c2cc(C(C)(C)C)nc3c(-c4ccccc4)c(C)nn23)c1N,-2,8,2,9,-2,7,-0.1,-3,8.5,3,12
C[C@]12C(=O)N(c3ccccc3)C(=O)N1[C@@H]1c3ccccc3OC[C@@H]1[C@H]2c1ccccc1,3,-7,-7,2,2,11,-0.4,-4,3.2,-1,4

# 4 structures already listed, ordered by molecular weight, highest first.
SMILES,Granule exo inh,Vif imaging,PDI inh,Peg3 promoter,MITF TRPM1 inh,HIF-2a block,aDG glyco act,CaV13 FRET inh,hiPSC survival,NR2E3 ag-1,NR2E3 ag-2
CCn1c(SCC(=O)Nc2ccc(OC)cc2)nc2nc3c(cc2c1=O)CCCC3,9,3,6,16,-4,11,-0.1,-14,-0.9,2,-22
CCOC(=O)c1cnn(-c2cc(C(C)(C)C)nc3c(-c4ccccc4)c(C)nn23)c1N,-2,8,2,9,-2,7,-0.1,-3,8.5,3,12
Cc1ccc(C(=O)COC(=O)CCN2C(=O)C3C4CCC(C4)C3C2=O)cc1C (stereo unspecified),8,5,0,3,-3,-1,0.0,-5,-0.3,1,-15
Cc1ccc(S(=O)(=O)c2cc(O)ccc2O)cc1C,-4,·,-3,13,6,14,-0.5,-4,3.2,-3,-24

# Next section
SMILES,Granule exo inh,Vif imaging,PDI inh,Peg3 promoter,MITF TRPM1 inh,HIF-2a block,aDG glyco act,CaV13 FRET inh,hiPSC survival,NR2E3 ag-1,NR2E3 ag-2
COc1ccccc1-c1c(C)[nH]n2c(=O)c(Cc3ccccc3)c(C)nc12,-8,12,7,22,13,18,0.1,-4,-0.7,0,-7
O=C(NC1CCN(Cc2ccccc2)CC1)c1ccc(Oc2cc(Cl)cc(Cl)c2)o1,9,-2,0,40,5,15,0.5,-4,-0.6,3,11
O=C1OCCC1=Cc1ccccc1,2,-4,1,-1,-5,2,0.2,-6,-0.7,·,25
COc1ccc(CNC(=O)COC(=O)c2cccs2)cc1,-2,-3,-9,-15,-9,-8,-0.1,-3,-0.2,8,16
CCOc1ccc(NS(=O)(=O)N(C)C)cc1,-4,?,4,15,-1,8,0.1,-4,3.1,-2,-6
O=C(CNC(=O)Cc1cccc2ccccc12)NCc1ccccc1F,-12,-4,-8,5,-2,7,0.1,-6,1.2,-2,-15
O=C(Nc1cccc(S(=O)(=O)N2CCCCCC2)c1)c1ccc(Cl)nc1,-4,-29,-2,38,-3,9,0.5,-6,0.6,·,-21
COC(=O)N1C(=O)[C@@](c2ccc(OC)cc2)(C(C)C)N1C(=O)OC,12,11,1,46,-7,27,0.0,·,-1.7,6,4

# Entries above marked active in HIF-2a block:
Compound,Granule exo inh,Vif imaging,PDI inh,Peg3 promoter,MITF TRPM1 inh,HIF-2a block,aDG glyco act,CaV13 FRET inh,NR2E3 ag-1,NR2E3 ag-2
CC(OC(=O)c1ccc(S(C)(=O)=O)c([N+](=O)[O-])c1)C(=O)NC1C2CC3CC(C2)CC1C3 (stereo unspecified),-2,1,3,95*,·,93*,-0.1,-6,·,-8

# Screening results deposited in PubChem BioAssay by several laboratories.
